SENP8 block: SENP8 protease inhibitors, primary screen, biochemical, luminescence; Sentrin-specific protease 8 (Homo sapiens), Q96LD8; purified SENP8, Z-RLRGG-aminoluciferin cleavage; inhibition, % at 10 µM; 330,000 tested, 1.2% active
Target sequence (Q96LD8 whole entry, looked up): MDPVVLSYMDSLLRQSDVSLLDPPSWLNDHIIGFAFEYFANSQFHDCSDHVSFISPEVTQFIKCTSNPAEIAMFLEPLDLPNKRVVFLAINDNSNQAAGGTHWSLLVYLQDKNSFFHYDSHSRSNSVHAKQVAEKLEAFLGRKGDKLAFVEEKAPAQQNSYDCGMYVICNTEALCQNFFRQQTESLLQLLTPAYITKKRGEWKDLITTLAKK
UBC13 polyUb: UBC13 polyubiquitin chain formation inhibitors, primary screen, biochemical, TR-FRET, uHTS. inhibition, % at 20 µM. 330,000 tested, 0.47% active; in the data active = inhibition above about 45%, passing the limit was not always enough
Target sequence (P61088 whole entry, looked up): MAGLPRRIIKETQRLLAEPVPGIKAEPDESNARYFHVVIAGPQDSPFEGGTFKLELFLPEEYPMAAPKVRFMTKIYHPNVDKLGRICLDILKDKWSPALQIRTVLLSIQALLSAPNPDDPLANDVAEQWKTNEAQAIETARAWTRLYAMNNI
SENP7 inh: SENP7 protease inhibitors, primary screen, biochemical, luminescence, uHTS | Sentrin-specific protease 7 (Homo sapiens), Q9BQF6 | recombinant SENP7, Z-RLRGG-aminoluciferin luminescence, 40 min | inhibition, % at 5 µM | 330,000 tested, 1.5% active | AID 434973, 2010;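 active = inhibition above about 50% at the single test dose, limit read from the data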;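 note: plate controls were DMSO with enzyme for no effect and no enzyme buffer wells for full effect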
Target sequence (Q9BQF6 706-1050 limits assumed): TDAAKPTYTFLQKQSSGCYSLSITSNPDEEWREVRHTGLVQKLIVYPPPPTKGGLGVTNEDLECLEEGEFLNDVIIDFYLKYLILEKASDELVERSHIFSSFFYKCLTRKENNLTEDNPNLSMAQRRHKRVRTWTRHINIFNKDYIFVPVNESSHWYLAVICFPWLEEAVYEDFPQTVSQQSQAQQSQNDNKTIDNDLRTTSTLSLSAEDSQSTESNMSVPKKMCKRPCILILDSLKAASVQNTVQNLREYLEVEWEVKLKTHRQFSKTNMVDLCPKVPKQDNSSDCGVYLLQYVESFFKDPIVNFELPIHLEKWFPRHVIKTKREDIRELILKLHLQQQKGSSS
697 NFkB inh: inhibitors of PMA/ionomycin-induced NF-kB reporter, 697 cells, primary screen, B-cell NF-kB inhibitor project, cell-based, luminescence, uHTS | 697 B-cell NF-kB luciferase reporter, 16 h | 330,000 tested, 0.33% active | inhibition, % at 4 µM | AID 435022, 2010; in the data active = inhibition above about 35%
Gli-Sufu antag: Gli-Sufu pathway antagonists, primary screen, luciferase luminescence, Sufu-KO-LIGHT cells, uHTS. Sufu-KO-LIGHT fibroblasts, Gli luciferase reporter luminescence. inhibition, % at 5 µM. 340,000 tested, 0.74% active. AID 588413, 2011;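 active = inhibition above about 55%, limit read from the data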;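 note: 0% = DMSO-treated cells and 100% = wells with medium but no cells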
Jurkat NFkB inh: inhibitors of induced NF-kB luciferase reporter, primary screen, TCR NF-kB activation inhibitor project, cell-based, luminescence, uHTS. Jurkat, PMA/ionomycin-induced NF-kB luciferase reporter. inhibition, % at 4 µM. 330,000 tested, 0.53% active. AID 435003, 2010
HKDC1 inh: HKDC1 hexokinase inhibitors, primary screen, biochemical, fluorescence, uHTS. Q2TB90. recombinant HKDC1, G6PDH/diaphorase resazurin coupled fluorescence. inhibition, % at 20 µM. 340,000 tested, 0.16% active;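 active = inhibition above about 35% when tested at 20 µM, limit read from the data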;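 note: plate controls were DMSO wells with enzyme for no effect and DMSO wells lacking enzyme for full effect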
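Incubation: 90 min at room temperature in dark / Material: recombinant HKDC1 (HK5) hexokinase enzyme, produced in-house / Quantity: enzyme 5 µg/mL final / Compound: one dose of 20 µM, 1% DMSO / Reagent: glucose and ATP substrates / Buffer or medium: Tris pH 8.0 buffer with MgCl2, Tween-20, BSA, BME / Technique: resorufin fluorescence at 613 nm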
Apaf-1 inh: inhibitors of human Apaf-1 apoptosome, primary screen, biochemical, DEVD-Rh110 fluorescence, uHTS; 330,000 tested, 0.71% active; inhibition, % at 20 µM; Apoptotic protease-activating factor 1 (Homo sapiens), O14727; reconstituted apoptosome caspase-3 activity; active = inhibition of at least 40% at 20 µM;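 note: plate controls were DMSO wells for no effect and DEVD-CHO caspase inhibitor wells for full effect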
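Material: cell-free apoptosome with Apaf-1, procaspase-3 and caspase-9; Buffer or medium: Hepes pH 7.5 with detergent and BSA; Reagent: cytochrome c trigger plus (Z-DEVD)2-Rh110 caspase-3 substrate; Times: compound with Apaf-1, dATP, procaspase-3 30 min, then 50 min reaction, room temperature; Technique: Rh110 fluorescence intensity.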
Active calls of the source: *. Cut-off read from the data, not from the text of the source, unless noted: active = inhibition above about 50%; inactive = the rest. This is a random part of the collection (roughly 3.6% active in at least one column).

Screening NC(=O)NC(=O)COC(=O)CC12CC3CC(CC(C3)C1)C2 returned SENP8 block -1, UBC13 polyUb 12, SENP7 inh 4, 697 NFkB inh 0, Gli-Sufu antag 10, Jurkat NFkB inh -6, HKDC1 inh 1 and Apaf-1 inh -8.
Screening Cc1ccc(/C=N/NC(=O)C2(C)CC2(Br)Br)cc1 (centres undefined) returned SENP8 block -9, UBC13 polyUb -3, SENP7 inh 9, 697 NFkB inh -19, Gli-Sufu antag -15, Jurkat NFkB inh -10, HKDC1 inh -7 and Apaf-1 inh 12.
`CCN(C(=O)COC(=O)c1cc2c(s1)CCCC2)c1c(N)n(Cc2ccccc2)c(=O)[nH]c1=O` gave SENP8 block 8, UBC13 polyUb -17, SENP7 inh 7, 697 NFkB inh -17, Gli-Sufu antag -10, Jurkat NFkB inh -17, HKDC1 inh 2 and Apaf-1 inh 14.
Screening Cc1nnc(NN2CCOCC2)[nH]c1=O returned SENP8 block -9, UBC13 polyUb 1, SENP7 inh -4, 697 NFkB inh -11, Gli-Sufu antag -5, Jurkat NFkB inh -4, HKDC1 inh -6 and Apaf-1 inh 5.
Screening CC(=O)c1cccc(NC(=O)C(C)OC(=O)CN2C(=O)NC(C)(C)C2=O)c1 (centres undefined) returned SENP8 block -1, UBC13 polyUb 8, SENP7 inh 4, 697 NFkB inh 15, Gli-Sufu antag -8, Jurkat NFkB inh 4, HKDC1 inh -4 and Apaf-1 inh -1.
Screening CCC1(C)NC(=O)N(CC(=O)c2cc(C)n(C3CC3)c2C)C1=O (centres undefined) returned SENP8 block -12, UBC13 polyUb -2, SENP7 inh -7, 697 NFkB inh -4, Gli-Sufu antag -3, Jurkat NFkB inh 8, HKDC1 inh -1 and Apaf-1 inh 2.
For Cc1cccc(C)c1-n1c(C)cc(/C=C2\C(=O)NN(c3ccccc3)C2=O)c1C the results were SENP8 block 10, UBC13 polyUb -19, SENP7 inh 2, 697 NFkB inh 8, Gli-Sufu antag 1, Jurkat NFkB inh -12, HKDC1 inh 4 and Apaf-1 inh 2.
`Clc1ccc(OCCCN2CCc3ccccc3C2)c(Br)c1` gave SENP8 block -10, UBC13 polyUb 9, SENP7 inh 1, 697 NFkB inh -7, Gli-Sufu antag 20, Jurkat NFkB inh 4, HKDC1 inh -3 and Apaf-1 inh 16.
For COc1ccc(CNC(=O)C(=O)c2cn(CC(=O)N3CCCC3)c3ccccc23)cc1 the results were SENP8 block -8, UBC13 polyUb -1, SENP7 inh 11, 697 NFkB inh -7, Gli-Sufu antag -13, Jurkat NFkB inh -21, HKDC1 inh -4 and Apaf-1 inh 11.
For COC(=O)c1ccc(COc2ncnc3c(Cl)cc(Cl)cc23)o1 the results were SENP8 block 2, UBC13 polyUb -4, SENP7 inh 1, 697 NFkB inh -42, Gli-Sufu antag 4, Jurkat NFkB inh -16, HKDC1 inh 3 and Apaf-1 inh 6.
`Cc1ccc(N(CN2CCCC2=O)C(=O)c2ccccc2)cc1` gave SENP8 block -5, UBC13 polyUb -4, SENP7 inh 0, 697 NFkB inh 16, Gli-Sufu antag 5, Jurkat NFkB inh 14, HKDC1 inh -6 and Apaf-1 inh -9.
O=C(CCN(NC(=O)c1ccccc1)C1=NS(=O)(=O)c2ccccc21)NC1CCCCC1 was read as SENP8 block -8, UBC13 polyUb -1, SENP7 inh 8, 697 NFkB inh 12, Gli-Sufu antag -5, Jurkat NFkB inh -7, HKDC1 inh -11 and Apaf-1 inh 8.
Cc1ccc(C(C)C)c(OCc2nc(-c3nonc3N)no2)c1 was read as SENP8 block 6, UBC13 polyUb 10, SENP7 inh -4, 697 NFkB inh -33, Gli-Sufu antag -37, Jurkat NFkB inh -19, HKDC1 inh -1 and Apaf-1 inh 16.
For CC(=O)NC1(C(F)(F)F)C(=O)Nc2c1c(=O)n(C)c(=O)n2C (centres undefined) the results were SENP8 block 0, UBC13 polyUb 3, SENP7 inh -7, 697 NFkB inh 33, Gli-Sufu antag 7, Jurkat NFkB inh 0, HKDC1 inh 1 and Apaf-1 inh 7.
For O=C(COC(=O)c1ccc([N+](=O)[O-])o1)Nc1ccc2c(c1)OCO2 the results were SENP8 block 13, UBC13 polyUb -3, SENP7 inh 18, 697 NFkB inh 14, Gli-Sufu antag -2, Jurkat NFkB inh -8, HKDC1 inh -2 and Apaf-1 inh 7.
`O=C/C(=C\Nc1ccc(C(=O)N2CCOCC2)cc1)c1nc2ccccc2o1` gave SENP8 block -1, UBC13 polyUb -11, SENP7 inh 1, 697 NFkB inh 6, Gli-Sufu antag 8, Jurkat NFkB inh -9, HKDC1 inh -6 and Apaf-1 inh 13.
For C/C(=C\C(=O)c1ccc(C)cc1)Nc1cccc(O)c1 the results were SENP8 block 76*, UBC13 polyUb 0, SENP7 inh -21, 697 NFkB inh -188, Gli-Sufu antag -9, Jurkat NFkB inh -186, HKDC1 inh -7 and Apaf-1 inh 17.
`Cc1cccc(C)c1NC(=O)CNC(=O)CNC(=O)c1ccc2c(c1)OCO2` gave SENP8 block -3, UBC13 polyUb -7, SENP7 inh 7, 697 NFkB inh 8, Gli-Sufu antag -17, Jurkat NFkB inh 23, HKDC1 inh -7 and Apaf-1 inh 4.
COc1cc2c(cc1OC)CN(C(=O)c1ccncc1)CC2 was read as SENP8 block -10, UBC13 polyUb 1, SENP7 inh -10, 697 NFkB inh -14, Gli-Sufu antag 5, Jurkat NFkB inh -12, HKDC1 inh 7 and Apaf-1 inh 1.
For CC(=O)Nc1ccc(Nc2nc3ccccc3n3cnnc23)cc1 the results were SENP8 block 3, UBC13 polyUb -8, SENP7 inh 0, 697 NFkB inh 17, Gli-Sufu antag 1, Jurkat NFkB inh 5, HKDC1 inh 5 and Apaf-1 inh 2.
Screening COc1ccc2[nH]c(=O)c(CN(C(C)=O)c3ccc(C)cc3C)cc2c1 returned SENP8 block 16, UBC13 polyUb 3, SENP7 inh -4, 697 NFkB inh -6, Gli-Sufu antag 13, Jurkat NFkB inh 7, HKDC1 inh -4 and Apaf-1 inh -2.
`COCCCNC(=S)NNC(=O)c1cc(-c2ccncc2)nc2ccccc12` gave SENP8 block -12, UBC13 polyUb -4, SENP7 inh -9, 697 NFkB inh 3, Gli-Sufu antag 0, Jurkat NFkB inh 3, HKDC1 inh -2 and Apaf-1 inh 9.
`CC(C)(C)c1ccc(C(=O)N2CCC(C(=O)c3ccccc3)CC2)cc1` gave SENP8 block -8, UBC13 polyUb -1, SENP7 inh -6, 697 NFkB inh 6, Gli-Sufu antag 18, Jurkat NFkB inh 7, HKDC1 inh -4 and Apaf-1 inh 31.
For CCCCn1c(N)c(N(CC(C)C)C(=O)c2ccc(Br)o2)c(=O)[nH]c1=O the results were SENP8 block -2, UBC13 polyUb 6, SENP7 inh -7, 697 NFkB inh 3, Gli-Sufu antag -10, Jurkat NFkB inh 12, HKDC1 inh -4 and Apaf-1 inh 0.
Screening Cc1ccc(C)c(-c2cc(C(=O)NNC(=S)NCC(C)C)c3ccccc3n2)c1 returned SENP8 block 7, UBC13 polyUb -28, SENP7 inh -14, 697 NFkB inh -26, Gli-Sufu antag 6, Jurkat NFkB inh -12, HKDC1 inh -29 and Apaf-1 inh 17.
`O=C(NCCCn1ccnc1)c1ccc2nccnc2c1` gave SENP8 block -9, UBC13 polyUb -6, SENP7 inh -6, 697 NFkB inh 1, Gli-Sufu antag -22, Jurkat NFkB inh 2, HKDC1 inh -7 and Apaf-1 inh 8.
For Cc1cc2cc(CN(C(=O)C3CC3)C3CCCC3)c3nnnn3c2cc1C the results were SENP8 block 3, UBC13 polyUb -7, SENP7 inh -3, 697 NFkB inh 4, Gli-Sufu antag 12, Jurkat NFkB inh 12, HKDC1 inh 8 and Apaf-1 inh 30.
`Cc1ccc(S(=O)(=O)Nc2nc(N)n(-c3ccccc3)n2)cc1` gave SENP8 block 5, UBC13 polyUb -3, SENP7 inh 2, 697 NFkB inh 13, Gli-Sufu antag -5, Jurkat NFkB inh -4, HKDC1 inh -6 and Apaf-1 inh -6.
CC(C)(C)N(CC#CCC1(O)c2ccccc2-c2ccccc21)CCO was read as SENP8 block -13, UBC13 polyUb -5, SENP7 inh -7, 697 NFkB inh 10, Gli-Sufu antag 11, Jurkat NFkB inh -8, HKDC1 inh -1 and Apaf-1 inh 7.
Cc1ccc(S(=O)(=O)N2CCC(C(=O)OC(C)C(=O)NCc3ccc4c(c3)OCO4)CC2)cc1 (centres undefined) was read as SENP8 block -8, UBC13 polyUb -6, SENP7 inh -10, 697 NFkB inh 6, Gli-Sufu antag -21, Jurkat NFkB inh 10, HKDC1 inh 7 and Apaf-1 inh 8.
Screening O=c1[nH]c(CN(CCO)CCO)nc2c1C1(CCCCC1)Cc1ccccc1-2 returned SENP8 block 7, UBC13 polyUb 1, SENP7 inh 5, 697 NFkB inh 23, Gli-Sufu antag -22, Jurkat NFkB inh 8, HKDC1 inh 0 and Apaf-1 inh -1.
Screening O=C(CCS(=O)(=O)c1ccc(Br)s1)NC1CCCC1 returned SENP8 block -1, UBC13 polyUb 0, SENP7 inh 3, 697 NFkB inh -19, Gli-Sufu antag 0, Jurkat NFkB inh 1, HKDC1 inh -2 and Apaf-1 inh 0.

Assay outcomes as filed in PubChem BioAssay.
